ssDAF-12 act: S. stercoralis DAF-12 activation, primary screen. activation, % at 6.8 µM. 1% of 370,000 active. HEK293 ssDAF-12/GRIP1 lit1-tk-luc reporter, luminescence; % of 3 µM dafachronic acid response. AID 652126;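 active = activation above the mean over all tested compounds plus 3 SD, cut at about 0.9% in these data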;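 also: 0% = DMSO-only wells and 100% = 3 µM delta7-dafachronic acid wells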
SMARCA2 activ: increases SMARCA2 function in MMTV reporter cells | MG213 cells, MMTV-luciferase reporter, dexamethasone, overnight | activation, % at 9.1 µM | 1% of 370,000 active; in the data active = activation above about 7.8%;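 also: 0% = vehicle wells and 100% = reference activator wells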
ADAM17 inh: inhibitors of human ADAM17; P78536; 0.83% of 370,000 active; AID 720648; inhibition, % at 6.95 µM; recombinant ADAM17, EDANS/DABCYL FRET peptide cleavage;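 active = inhibition above the mean of compounds lying between control limits plus 3 SD, set per campaign, cut at about 8.5% in these data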;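 also: 0% = DMSO-only wells as the low control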
Target sequence (P78536 215-824 limits assumed): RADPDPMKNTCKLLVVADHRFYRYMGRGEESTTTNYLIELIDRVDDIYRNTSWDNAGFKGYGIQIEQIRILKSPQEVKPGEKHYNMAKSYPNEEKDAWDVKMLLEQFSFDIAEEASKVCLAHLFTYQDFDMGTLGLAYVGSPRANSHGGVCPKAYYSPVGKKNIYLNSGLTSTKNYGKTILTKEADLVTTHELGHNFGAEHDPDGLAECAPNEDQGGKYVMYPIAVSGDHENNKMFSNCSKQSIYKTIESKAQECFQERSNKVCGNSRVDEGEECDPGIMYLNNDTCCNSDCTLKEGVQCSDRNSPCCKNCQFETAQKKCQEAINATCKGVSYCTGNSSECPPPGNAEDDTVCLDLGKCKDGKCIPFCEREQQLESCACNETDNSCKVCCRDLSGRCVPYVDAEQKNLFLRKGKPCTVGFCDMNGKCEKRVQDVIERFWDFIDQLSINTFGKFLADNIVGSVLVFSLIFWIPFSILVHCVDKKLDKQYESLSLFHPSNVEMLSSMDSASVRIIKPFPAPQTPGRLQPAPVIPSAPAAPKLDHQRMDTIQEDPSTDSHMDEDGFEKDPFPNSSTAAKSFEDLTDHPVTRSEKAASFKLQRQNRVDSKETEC
DAX1 inh-1: DAX1 (NR0B1) inhibition, primary screen. HEK293T StAR-luciferase reporter, SF-1/DAX-1 repression relief. AID 652010. inhibition, % at 6.8 µM. 1.1% of 370,000 active;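 active = inhibition above the mean over all tested compounds plus 3 SD, cut at about 3.6% in these data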;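 also: 0% = DAX-1 cells with DMSO and 100% = cells lacking DAX-1 with DMSO; higher inhibition means more luminescence from relief of DAX-1 repression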
MBD2 inh: blocks human MBD2 binding to methylated DNA. 0.31% of 370,000 active. inhibition, % at 4.4 µM. TR-FRET, MBD2 binding to methylated oligonucleotide; in the data active = inhibition above about 13%
hgDAF12 agonist: hgDAF-12 agonism, primary luciferase screen; activation, % at 6.8 µM; HEK293 GAL4-hgDAF12 UAS-luciferase reporter, agonist luminescence; normalized to butyrate control; AID 687014; 1.8% of 370,000 active;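 active = activation above a cutoff set at the mean of all screened compounds plus 3 SD, cut at about 10% in these data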;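 also: 0% = DMSO wells and 100% = sodium butyrate wells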
NR1D1 modulator: Rev-erb alpha (human) modulation; 0.79% of 370,000 active; activity, % at 10 µM; P20393; Rev-erbα–FITC-DNA binding, fluorescence polarization, 90 min;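 active = activity above about 14%, limit read from the data; passing the limit was not always enough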;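 also: 0% = DMSO wells with 35 nM protein and 100% = DMSO wells with 750 nM protein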
DAX1 inh-2: inhibits human nuclear receptor DAX1; AID 504766; inhibition, % at 6.75 µM; HEK293 Gal4-DAX1 luciferase reporter, luminescence; 0.99% of 340,000 active; P51843;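 active = inhibition above the mean over all tested compounds plus 3 SD, cut at about 4.2% in these data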;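 also: 0% = DAX1-transfected cells with DMSO and 100% = empty-vector control cells with DMSO; inhibition shows as a rise in luminescence from relieved DAX1 repression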
Target sequence (P51843 207-470 limits assumed): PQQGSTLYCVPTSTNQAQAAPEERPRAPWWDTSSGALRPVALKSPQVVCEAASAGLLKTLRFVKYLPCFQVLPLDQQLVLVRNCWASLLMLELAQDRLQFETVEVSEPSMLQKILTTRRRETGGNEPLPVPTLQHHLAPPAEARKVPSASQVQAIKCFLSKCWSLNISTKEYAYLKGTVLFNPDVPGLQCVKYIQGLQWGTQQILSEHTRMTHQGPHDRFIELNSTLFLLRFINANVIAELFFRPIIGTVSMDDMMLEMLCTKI
hcDAF12 agonist: activators of H. contortus DAF-12 nuclear receptor | HEK293 hcDAF-12 lit1-tk-luc reporter, luminescence; 0% DMSO, 100% Δ7-dafachronic acid | activation, % at 6.8 µM | 1.4% of 370,000 active;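 active = activation above the mean of all tested compounds plus 3 SD, cut at about 5.5% in these data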;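 also: 100% = response to 3 µM Δ7-dafachronic acid high control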
PLC-gamma1 inh: blocks human PLC-gamma1 enzyme activity; P19174; purified PLC-gamma1, fluorogenic substrate, fluorescence; inhibition, % at 12.2 µM; 0.84% of 370,000 active; AID 720700; in the data active = inhibition above about 9.5%
PLC-beta3 inh: blocks human PLC-beta3 enzyme activity; Q01970; Purified PLC-beta3, fluorogenic substrate, fluorescence; inhibition, % at 12.2 µM; 0.18% of 370,000 active; in the data active = inhibition above about 11%;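 also: 0% = median of compound wells on plate and 100% = full blocker control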
* marks the source's active call; other numbers are inactive results; . = no result given.

Molecule	ssDAF-12 act	SMARCA2 activ	ADAM17 inh	DAX1 inh-1	MBD2 inh	hgDAF12 agonist	NR1D1 modulator	DAX1 inh-2	hcDAF12 agonist	PLC-gamma1 inh	PLC-beta3 inh
COC(=O)c1ccc(CN2CCN(CC=C(C)C)C(CCO)C2)cc1 (stereo not drawn)	-1.0	-3	0	-0.7	5	-1.3	-2	-0.7	0.1	0	-2
CCc1cc(-c2n[nH]c(=S)n2C(C)c2ccccc2)cs1 (stereo not drawn)	-1.2	-1	4	-0.5	3	-1.1	4	0.4	-1.2	4	0
COCCCNC(=O)CC1C[C@H](C(=O)N2CCOCC2)[C@@]2(CCC3CCCC3)c3[nH]c4ccc(OC)cc4c3CCN2C1=O (stereo partly drawn)	-0.5	4	0	3.4	0	2.0	-4	-1.1	2.6	7	1
Cc1ccc(S(=O)(=O)N2CCC[C@H]2C(=O)Nc2ccc(F)cc2C)cc1	-0.1	-5	-1	-1.0	-1	-0.1	2	0.6	1.9	5	-5
CCC(C)N(C(=O)c1csnn1)C(C(=O)NC1CCCC1)c1c(F)cccc1Cl (stereo not drawn)	-0.7	7	0	-0.1	6	0.4	-3	-0.1	-0.4	1	-1
CCC(=O)NC(=S)NNC(=O)c1ccc(NC(=O)c2ccccc2)cc1	-1.8	3	4	-0.9	2	-2.4	-4	-0.3	-0.6	-1	2
COC(=O)c1ccc(CN2C(=O)NC(c3ccccc3)(c3ccccc3)C2=O)o1	-1.0	4	2	0.1	-3	-0.5	1	-1.7	-1.5	4	-2
CC(C)(C)c1ccc(-c2nnc(SCC(=O)NC3CCS(=O)(=O)C3)n2N)cc1 (stereo not drawn)	-0.2	7	1	1.1	3	7.9	-2	0.9	0.2	-3	2
Cc1cc2cc(CNC(=O)c3cccc([N+](=O)[O-])c3)ccc2n1C	-0.8	-2	-2	0.2	-3	-1.7	3	-0.2	-2.5	-14	-21
CCCOC(=O)C1=C(C)NC2=C(C(=O)CCC2)C1c1cccs1 (stereo not drawn)	2.1*	-3	-24	-0.4	2	-2.0	1	1.3	-2.5	-67	-97
Cc1nc2ncnn2c(C)c1CCC(=O)NCCc1ccccc1	-0.5	1	-3	-0.3	-2	1.9	-1	-0.4	-0.4	0	0
CC(C)(C)c1ccc(OCC(O)CN2CCCC2)cc1 (stereo not drawn)	-0.9	-4	1	0.1	-2	4.8	1	-0.6	2.6	-1	-4
O=C(CCS(=O)(=O)c1cc(Br)cc2c1N(C(=O)C1CC1)CC2)NCC1CCCO1 (stereo not drawn)	-0.6	-2	-5	0.0	4	-1.4	-1	-0.1	-1.6	3	0
C[C@@H]1CCCCO[C@H](CN(C)Cc2ccc3c(c2)OCO3)[C@@H](C)CN([C@H](C)CO)C(=O)c2cc(NC(=O)c3ccccc3)ccc2O1	-1.4	-2	-4	0.5	-1	1.8	5	1.2	2.1	-5	-9
CCNc1nc(N)nc(Oc2ccc(OCC)nn2)n1	-0.9	-2	2	-0.1	2	-1.1	-2	1.1	-1.7	3	6

Continued:
Molecule	ssDAF-12 act	SMARCA2 activ	ADAM17 inh	DAX1 inh-1	MBD2 inh	hgDAF12 agonist	NR1D1 modulator	DAX1 inh-2	hcDAF12 agonist	PLC-gamma1 inh	PLC-beta3 inh
COc1ccc(NC(=O)C2CCN(C(=O)c3ccccc3)CC2)cc1OC	-1.4	-3	-4	-0.1	2	-1.6	1	1.1	-1.7	2	-2
N#Cc1c(Nc2ccc(F)cc2)sc(C(=O)c2ccc(F)cc2)c1N	-1.8	-2	1	-1.2	-1	-3.0	0	1.6	0.2	-9	-10
O=C(CCC1CCCN(C(=O)c2ccc3[nH]ccc3c2)C1)N1CCN(c2ccccn2)CC1 (stereo not drawn)	-1.6	-6	-4	-1.2	3	-3.0	0	-1.9	-2.9	-2	0
O=C(NNS(=O)(=O)c1ccc(F)cc1)c1ccc(O)cc1	-1.9	-1	0	-0.1	-2	0.4	-1	1.4	-1.4	1	-4
CCCOc1ccc(F)cc1-c1cc(C(=O)NCc2ccc(F)cc2)[nH]n1	-1.9	-3	2	-2.0	0	-4.6	-1	.	-2.5	3	2
CC(=O)Nc1cncc(-c2cccc(C(=O)NCCN(C)C)c2)n1	-0.9	-1	-5	-0.1	2	-1.0	-7	.	3.1	-6	-10
CC(C)(C)NC(=O)NC(=O)CN1c2cccc3cccc(c23)S1(=O)=O	-0.9	-1	-53	-0.5	-2	-2.6	-2	-0.5	-1.5	-125	-193
COc1ccc(C(=O)N/C(=C\c2ccc([N+](=O)[O-])cc2)C(=O)NC(CCSC)C(=O)O)cc1 (stereo not drawn)	-0.9	0	3	0.6	-3	-0.5	1	-0.1	-0.1	-8	-7
OCCN(Cc1ccccc1)Cc1ccccc1Cl	-0.9	-1	-2	-0.6	2	-2.7	2	-0.5	-1.2	0	5
O=C(c1ccc(CNS(=O)(=O)c2cccc(C(F)(F)F)c2)cc1)N1CCOCC1	-1.1	-3	-1	-0.3	-6	-0.7	-4	-0.5	-1.6	-1	4
C[C@@H]1CN([C@@H](C)CO)C(=O)CCCn2cc(nn2)CO[C@H]1CN(C)C(=O)Nc1ccnc(N2CCOCC2)c1	-1.0	3	-3	0.3	0	-1.9	-6	.	-0.8	-2	0
Cc1cc(C(C)(C)C)oc1C(=O)N(CC(=O)NC1CCCC1)Cc1ccc(Cl)cc1	-1.5	-1	-4	-0.3	2	2.1	-5	-0.3	-1.0	0	-1
O=C(NCc1ccc2c(c1)OCO2)c1nn(-c2ccccc2)c(=O)c2ccccc12	-1.8	-3	0	-1.6	-1	-2.0	2	-0.6	-1.1	-1	-2
O=C(CSc1nc(-c2ccc(F)cc2)cs1)N1CCOCC1	-1.1	0	-1	1.8	-6	2.9	-2	0.0	2.3	-1	3
O=C(Nc1ccc(N2CCN(C(=O)c3ccccc3)CC2)cc1)c1cc2ccccc2o1	-1.4	-1	0	-1.4	-3	-1.9	3	-2.0	-0.9	-2	-3

(listing goes on)
Molecule	ssDAF-12 act	SMARCA2 activ	ADAM17 inh	DAX1 inh-1	MBD2 inh	hgDAF12 agonist	NR1D1 modulator	DAX1 inh-2	hcDAF12 agonist	PLC-gamma1 inh	PLC-beta3 inh
O=c1[nH]c(=O)n(C2CC(O)C(CO)O2)cc1Br (stereo not drawn)	-0.6	-2	0	11*	2	15*	-3	2.7	6.2*	5	-6
O=C(Nc1ccccc1)C1CC(=O)N(C2CCCCC2)C1 (stereo not drawn)	-1.6	0	-7	0.2	-2	-0.6	0	-1.1	0.8	1	1
NC(=O)c1cc(-c2ccccc2)nc(Oc2ccccc2)n1	-0.7	3	3	-0.8	-5	2.1	-1	0.0	-2.9	3	1
Cc1ccc(CNC(=O)CCNC(=O)c2ccc(Br)o2)cc1	-1.1	2	-7	0.0	-2	4.0	0	0.7	-0.5	1	0
Cc1ccc(-n2ncc3c(NCc4ccccc4)ncnc32)cc1	-1.4	6	-4	0.3	0	1.6	7	1.1	-0.4	4	0
CC(=O)Nc1cccc(NC(=O)CSc2nc(=O)n(CCN3CCOCC3)c3c2CCC3)c1	-0.1	0	3	0.5	-6	-1.7	4	-0.1	-0.8	-3	2
O=C(CCN1C(=O)C2CCCCC2C1=O)NNC(=O)c1cccc(Cl)c1 (stereo not drawn)	-0.9	-1	-4	0.5	11	-1.6	-3	0.1	2.9	-1	-2
CCCCn1nnnc1C(c1cc2ccccc2o1)N1CCN(C(=O)OCC)CC1 (stereo not drawn)	-1.4	-2	-1	-0.9	-2	-1.1	-8	.	-0.5	0	-1
N#CCCN(Cc1ccccc1)C(=O)CCC(=O)c1ccc(F)cc1	-1.3	-1	-1	0.1	0	-0.3	-4	-0.3	-0.8	-3	-1
Cc1ccccc1-n1c(-c2csc(C)c2C)n[nH]c1=S	-1.6	1	4	0.2	3	4.2	-8	0.0	0.0	-2	3
CCCCc1c(Cc2cccc(F)c2)ncn1CCc1ccccc1OC	-1.0	-5	5	-1.0	5	9.0	-3	.	-1.9	6	3
C#CCN1C=CC(=O)[C@@H](O)[C@H]1c1ccccc1Br	-1.3	-2	-3	1.1	0	0.8	1	-0.3	-0.5	-1	-2
CCCOC(=O)c1ccc(O)c(OC)c1	-1.4	4	-6	0.1	-3	-2.7	-5	-1.7	-2.5	2	0
COc1cc(C)nc(Oc2ccc(OCCOc3ccccc3)nn2)n1	-1.5	-1	3	0.0	-3	-2.7	-2	1.6	-1.7	1	-4
CC(=O)Oc1ccc(/C=C2/C(=O)N(c3ccccc3)N=C2C)cc1	0.6	-2	0	0.4	24*	1.3	-3	1.9	3.6	31*	2

Continuation.
Molecule	ssDAF-12 act	SMARCA2 activ	ADAM17 inh	DAX1 inh-1	MBD2 inh	hgDAF12 agonist	NR1D1 modulator	DAX1 inh-2	hcDAF12 agonist	PLC-gamma1 inh	PLC-beta3 inh
COC(=O)c1ccc(/C=N\NC(=O)CC(=O)NCCc2ccccc2)cc1	-0.4	0	5	-0.7	-4	-3.1	3	0.2	-0.1	5	3
COc1cc(/C=C/c2nc3ccccc3c(=O)[nH]2)cc(Cl)c1O	-0.8	3	-1	0.2	-1	-0.9	-27	1.0	-0.6	-53	-82
O=C1[C@H]2[C@@H](c3ccc(C(F)(F)F)cc3)N[C@]3(CCCN(Cc4ccc(Cl)cc4)C3=O)[C@H]2C(=O)N1Cc1ccccc1	-0.5	-3	6	-1.4	9	-0.1	-3	-0.8	1.1	9	3
CC(C)c1ccc(NC2CCCN(C(=O)c3cnn(C(C)C)c3)C2)cc1 (stereo not drawn)	-1.0	1	0	-0.9	-5	-0.7	7	-0.2	-2.2	4	-1

Among those listed so far, these have a CF3 group.
Molecule	ssDAF-12 act	SMARCA2 activ	ADAM17 inh	DAX1 inh-1	MBD2 inh	hgDAF12 agonist	NR1D1 modulator	DAX1 inh-2	hcDAF12 agonist	PLC-gamma1 inh	PLC-beta3 inh
O=C(c1ccc(CNS(=O)(=O)c2cccc(C(F)(F)F)c2)cc1)N1CCOCC1	-1.1	-3	-1	-0.3	-6	-0.7	-4	-0.5	-1.6	-1	4
O=C1[C@H]2[C@@H](c3ccc(C(F)(F)F)cc3)N[C@]3(CCCN(Cc4ccc(Cl)cc4)C3=O)[C@H]2C(=O)N1Cc1ccccc1	-0.5	-3	6	-1.4	9	-0.1	-3	-0.8	1.1	9	3

High-throughput results (PubChem BioAssay)
